Source: PubChem BioAssay (The Scripps Research Institute Molecular Screening Center)
M5 antag = antagonists of human muscarinic M5 receptor (CHRM5). CHO-hM5 cells, Fluo-8 calcium fluorescence, ACh EC80. inhibition, % at 3 µM. 0.59% of 360,000 active;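 active = inhibition above a per-plate cutoff, the mean of that plate's test compounds plus 3 SD, cut at about 27% in these data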;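 note: 0% = acetylcholine EC80 with DMSO and 100% = DMSO without agonist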
Target sequence (P08912 whole entry, looked up): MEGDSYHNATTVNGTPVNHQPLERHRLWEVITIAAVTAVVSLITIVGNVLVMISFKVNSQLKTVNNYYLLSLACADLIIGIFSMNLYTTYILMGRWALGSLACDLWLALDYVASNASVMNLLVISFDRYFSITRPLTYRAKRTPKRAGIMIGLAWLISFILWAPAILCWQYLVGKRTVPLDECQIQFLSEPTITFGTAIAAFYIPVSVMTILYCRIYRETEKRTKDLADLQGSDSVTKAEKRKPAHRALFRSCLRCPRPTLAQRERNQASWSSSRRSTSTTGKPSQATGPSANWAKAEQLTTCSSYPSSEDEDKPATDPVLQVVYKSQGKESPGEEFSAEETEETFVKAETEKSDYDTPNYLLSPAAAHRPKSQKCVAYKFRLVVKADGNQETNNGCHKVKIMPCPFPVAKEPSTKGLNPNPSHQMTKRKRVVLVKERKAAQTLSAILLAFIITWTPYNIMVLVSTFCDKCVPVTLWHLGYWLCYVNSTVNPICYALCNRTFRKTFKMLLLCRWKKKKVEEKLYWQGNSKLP
M4 PAM = potentiates acetylcholine response at human M4 receptor. P08173. CHO-K1 hM4/Gqi5, Fluo-8 calcium fluorescence, ACh EC20; 0% = ACh EC20, 100% = maximal ACh. activation, % at 3 µM. 0.4% of 360,000 active. AID 624126;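 active = activation above its plate's cutoff, the mean activation of sample wells plus 3 SD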; note: some results filed as inactive read as strong as hits
Target sequence (P08173 whole entry, looked up): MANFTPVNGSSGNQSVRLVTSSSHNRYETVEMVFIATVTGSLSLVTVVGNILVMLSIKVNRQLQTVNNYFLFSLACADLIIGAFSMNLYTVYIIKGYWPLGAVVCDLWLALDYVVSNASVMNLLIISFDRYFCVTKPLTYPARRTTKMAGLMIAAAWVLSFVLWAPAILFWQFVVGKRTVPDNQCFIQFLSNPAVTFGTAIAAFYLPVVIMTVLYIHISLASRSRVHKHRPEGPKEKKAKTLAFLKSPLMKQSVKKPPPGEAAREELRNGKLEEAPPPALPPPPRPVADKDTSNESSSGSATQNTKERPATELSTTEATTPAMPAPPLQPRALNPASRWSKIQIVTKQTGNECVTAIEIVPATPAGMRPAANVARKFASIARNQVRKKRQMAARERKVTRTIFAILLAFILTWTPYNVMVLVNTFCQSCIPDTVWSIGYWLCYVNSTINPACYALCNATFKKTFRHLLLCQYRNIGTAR
CHO-K1 Ca ag = M1 agonist counterscreen hit in parental CHO-K1 cells; 0.48% of 360,000 active; activation, % at 3 µM; Fluo-8 calcium fluorescence; scaled to maximal ATP response, vehicle zero; AID 602248; in the data active = activation above about 15%;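 note: untransfected CHO-K1 host cells lacking M1 receptor as counterscreen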
CHRM4 antagonist = antagonists of human muscarinic M4 receptor (CHRM4); 0.73% of 360,000 active; inhibition, % at 3 µM; CHO-hM4 cells, ACh EC80, Fluo-8 calcium fluorescence; AID 624125;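 active = inhibition above its plate's cutoff, the mean inhibition of sample wells plus 3 SD, cut at about 27% in these data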;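 note: 0% = acetylcholine EC80 with DMSO and 100% = DMSO without agonist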
M5 ag = agonists of human muscarinic M5 receptor (CHRM5). P08912. 0.19% of 360,000 active. activation, % at 3 µM. CHO-K1 hM5 cells, Fluo-8 calcium fluorescence; 0% DMSO wells, 100% maximal acetylcholine response;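 active = activation above the run's mean over test compounds plus 3 SD, cut at about 23% in these data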;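 note: signal is peak over basal fluorescence ratio across the kinetic read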
CHO-K1 Ca antag = nonselective inhibitor or artifact in parental CHO-K1 cells. ATP-induced calcium, Fluo-8 fluorescence. 0.6% of 360,000 active. inhibition, % at 3 µM;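 active = inhibition above a per-plate cutoff, the plate's mean sample inhibition plus 3 SD, cut at about 24% in these data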;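 note: 0% = DMSO plus EC80 ATP and 100% = DMSO alone without ATP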
M5 PAM = CHRM5 positive allosteric modulation; P08912; CHO-K1 hM5, Fluo-8 calcium, ACh EC20 PAM; 0% = ACh EC20, 100% = ACh EC100; activation, % at 3 µM; 0.3% of 360,000 active; AID 624038;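 active = activation above the run cutoff, the mean activation of all test compounds plus 3 SD, cut at about 18% in these data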
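System: CHO-K1 cell line with stable human muscarinic M5 receptor expression | Also added: EC20 acetylcholine as agonist stimulus | Compound: One concentration, 3 µM final (nominal) | Timing: Fluo-8 loading 80 min at 37 °C plus 30 min room temperature | Measured by: Fluo-8 calcium dye fluorescence, kinetic read | Read-out basis: % activation, ACh-normalized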
CHRM4 agonist = agonists of human muscarinic M4 receptor (CHRM4). P08173. 0.14% of 360,000 active. activation, % at 3 µM. AID 624127. CHO-K1 hM4/Gqi5, Fluo-8 calcium fluorescence; vehicle 0%, full acetylcholine response 100%;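 active = activation above the run mean over all test wells plus 3 SD, cut at about 32% in these data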;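 note: peak over basal fluorescence ratio per well then scaled between controls; 0% = DMSO wells and 100% = acetylcholine at EC100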
M1 PAM parental = M1 PAM counterscreen hit in parental CHO-K1 cells | AID 602247 | activation, % at 3 µM | ATP EC20, Fluo-8 calcium fluorescence; 0% at ATP EC20, 100% at ATP max | 0.02% of 360,000 active;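 active = activation above the run cutoff, the mean activation of all test compounds plus 3 SD, cut at about 40% in these data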;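 note: peak over basal fluorescence ratio in a 140 s read after ATP addition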
An asterisk follows results filed as active.

#	smiles	M5 antag	M4 PAM	CHO-K1 Ca ag	CHRM4 antagonist	M5 ag	CHO-K1 Ca antag	M5 PAM	CHRM4 agonist	M1 PAM parental
1	COc1cc(C2c3cc4c(cc3OC(Nc3ccc(C(=O)O)cc3)C2C)OCO4)cc(OC)c1OC (centres undefined)	-2	-3	-0.4	2	8	15	5	0	-9
2	COc1ccc(OCC(=O)N/N=C(\C)c2cc3ccccc3o2)cc1	9	-3	0.1	1	-5	12	-6	0	-9
3	O=C(NCCCN1CCCC1=O)c1cccs1	-8	9	0.9	-7	1	-34	11	2	20
4	CCOc1ccc(C(=O)NCC(c2cccs2)N2CCOCC2)cc1 (centres undefined)	8	-3	-0.1	0	0	-2	-5	1	-6
5	CCCCC(CC)C(=O)Nc1cc(C(=O)NCCC)ccc1N1CCC2(CC1)CC(c1cccc(Br)c1)=NO2 (centres undefined)	-1	15	0.7	-9	1	-20	5	1	11
6	O=C(NCc1ccc2c(c1)OCO2)c1cnc2ccccn2c1=O	2	2	0.7	1	-4	-15	-5	1	20
7	CCOC(=O)[C@@H]1[C@H]2COc3ccc(Br)cc3[C@H]2N2C(=O)N(c3ccc(C)cc3)C(=O)[C@]12C	-5	0	1.1	-2	-1	-8	11	2	3
8	Cc1ccc(O)c(/C=N/NC(=O)COc2ccc3c(C)cc(=O)oc3c2)c1	3	2	0.2	7	-1	-10	1	1	9
9	CC(=O)N1CCN(c2ccc(NC(=O)c3cc(Cl)ccc3Cl)cc2)CC1	4	0	1.0	4	4	-5	2	1	9
10	Cc1ccc(-c2cc(C(=O)Nc3cc(C)ccc3O)no2)cc1	11	8	0.4	-3	0	-11	-1	1	14
11	COc1ccc(/C=C/C(=O)c2ccccc2)cc1Cn1nnc2ccccc21	11	-12	0.7	2	-2	5	-12	2	-5
12	O=C(NCCN1CCOCC1)c1ccccc1OCc1ccccc1	-1	6	1.3	-2	-2	-18	6	3	21
13	COc1cc2[nH]c(=O)n(Cc3ccc(C(=O)NC4CCN(Cc5ccccc5)CC4)cc3)c(=O)c2cc1OC	6	-7	-0.1	-4	-7	1	-5	0	-15
14	COc1ccc(CN(C)CCCn2ccc(NC(=O)OCc3ccccc3)nc2=O)cc1OC	8	-2	1.1	5	-2	-5	-3	0	15
15	COc1ccc(C2/C(=C(/O)c3ccc(Cl)cc3)C(=O)C(=O)N2CCN2CCOCC2)c(OC)c1 (centres undefined)	2	7	0.3	3	-3	3	1	0	-2
16	Cc1ccc(C2(C)NC(=O)N(CC(=O)NC(=O)NC(C)(C)C)C2=O)cc1 (centres undefined)	9	-1	2.9	7	0	-20	-2	2	15
17	O=C1CCC(=O)N1c1ccc(S(=O)(=O)Nc2cccc([N+](=O)[O-])c2)cc1	20	10	0.2	-6	-6	-6	-4	1	3
18	COC(=O)CC1C(=O)NCCN1C(=S)NC(=O)c1sc2ccccc2c1Cl (centres undefined)	8	-5	0.6	7	2	-2	-2	0	-10
19	COCCNC(=O)CN(c1cc(Cl)ccc1OC)S(=O)(=O)c1ccc(C)c([N+](=O)[O-])c1	7	7	1.4	1	0	-13	4	6	0
20	CCN(CC)S(=O)(=O)c1cc(NC(=O)C2Cc3ccccc3C(=O)O2)ccc1C (centres undefined)	-3	-19	11	-1	7	-3	-11	13	10

(list continues)
#	smiles	M5 antag	M4 PAM	CHO-K1 Ca ag	CHRM4 antagonist	M5 ag	CHO-K1 Ca antag	M5 PAM	CHRM4 agonist	M1 PAM parental
21	CCOC(=O)c1c(NC(=O)c2ccn(CC)n2)sc2c1CCCC2	1	1	0.3	7	3	-14	-2	-1	-15
22	CCc1sc(C(=O)Nc2ncccc2C)cc1C	9	5	0.2	10	0	-6	0	2	7
23	CCC1(C)SC(NC(C)=O)=NN1C(C)=O (centres undefined)	23	6	0.1	5	-2	1	-12	1	-2
24	COc1cc(CNn2cnnc2)ccc1OCC(=O)NC1CCCCC1	3	5	0.0	-5	-1	-3	0	1	11
25	Cc1ccc(C)c(NC(=S)Nc2ccc(S(=O)(=O)Nc3ncccn3)cc2)c1	4	3	14	3	-3	1	-8	1	11
26	O=C(CN1CCN(Cc2ccc(F)cc2)CC1)NCCc1ccccc1	-3	-5	-0.1	1	-7	-11	10	0	14
27	Cc1ccc(NC(=O)CN(C)C(=O)Cc2ccc3c(c2)CCC3)cc1	8	10	2.4	-3	-5	-11	1	2	25
28	O=C(O)CCC(=O)N1CCN(S(=O)(=O)c2cccs2)CC1	1	5	1.0	-4	-4	7	4	0	11
29	Cc1oc2c(c1C(=O)c1ccc(Cl)cc1)C(=O)C(=O)c1ccccc1-2	13	-12	2.8	-1	0	-1	-9	7	5
30	CC(C)CN(CCCNC(=O)CN1N=C(c2ccc(Cl)cc2)CCC1=O)CC(C)C	4	3	-0.7	-2	-6	-13	6	0	14
31	CCCS(=O)(=O)N1CCCC(C(=O)N2CCCCC2)C1 (centres undefined)	2	4	0.3	-2	-2	-10	-3	1	-3
32	Cc1ccc(-c2ccc(/C=C3/NC(=O)NC3=O)o2)cc1[N+](=O)[O-]	9	16	0.2	3	2	4	-4	2	-10
33	CCCCN1C(=O)C(C(=O)OCc2ccccc2)CC2=C1CCCC2=O (centres undefined)	-3	-1	0.3	3	3	15	-4	1	0
34	O=C(NCCCl)NNc1c(Cl)cc(Cl)cc1Cl	0	-12	2.4	2	4	4	-12	14	-6
35	CCCS(=O)(=O)NC(=O)C1(C)CCN(C(=O)c2ccco2)C1 (centres undefined)	6	0	0.8	10	1	-11	2	0	16
36	COc1ccc(Cc2nnc(SCC(=O)Nc3cc(Cl)ccc3C)[nH]c2=O)cc1	1	-2	-0.3	2	-4	-1	2	0	1
37	COc1ccc(S(=O)(=O)NCCCCCC(=O)NCCCN2CCOCC2)cc1	1	14	0.5	-3	-4	-4	2	0	19
38	COc1ccc(C(=O)Nc2cccc(NC(=O)c3ccc(OC)c(OC)c3)n2)cc1OC	4	-12	5.3	13	3	9	-18	18	1
39	COc1ccc(C(=O)/C=C/C(=O)N(CC(=O)NCCC(C)C)Cc2cccs2)c(O)c1	-9	-7	2.6	-4	3	-10	-5	9	15
40	Cc1cc(OC(=O)c2ccccc2[N+](=O)[O-])c([N+](=O)[O-])c(=O)[nH]1	-7	7	0.0	-11	2	-2	4	-1	15

Next part
#	smiles	M5 antag	M4 PAM	CHO-K1 Ca ag	CHRM4 antagonist	M5 ag	CHO-K1 Ca antag	M5 PAM	CHRM4 agonist	M1 PAM parental
41	Cc1ccc(S(=O)(=O)N2CCN(C(=O)COC(=O)C3(C)CC3(Cl)Cl)CC2)c(C)c1 (centres undefined)	3	14	1.1	-5	5	2	-3	5	2
42	COC(=O)CCC(=O)N1CCCC(CO)(Cc2ccccc2C)C1 (centres undefined)	0	2	2.4	0	-1	-2	4	1	16
43	CC(=O)c1cccc(NC(=O)CCNS(=O)(=O)c2cccc3nonc23)c1	15	1	0.6	2	0	-6	-13	3	11
44	C=CCN1CCc2nc(N)sc2CC1	5	-4	0.2	-1	0	1	-10	0	12
45	CCC(=O)Nc1ncc2c(n1)CC(c1ccco1)CC2=O (centres undefined)	-9	5	0.3	4	1	8	4	2	-5
46	COc1ccc(COC(=O)c2cccc(S(=O)(=O)N3CCCC3)c2)cc1F	2	4	1.7	-4	-4	-2	-6	4	6
47	COc1ccc(C2=NOC(C(=O)NCCN3CCOCC3)C2)cc1 (centres undefined)	-9	9	0.5	-1	0	-9	3	2	15
48	COc1ccc(/C=C2\N=C3CCCCCN3C2=O)cc1	8	-1	3.7	3	-2	-1	-5	0	21
49	CC(C)(C)OC(=O)NCCCCCO	-3	4	1.0	1	0	-11	-4	1	20
50	CCc1ccc(NS(=O)(=O)c2c(C(=O)N3CCCCCC3)c(C)n(C)c2C)cc1	10	-6	-0.5	6	-2	-4	-1	0	-12
51	CCc1cccc(C)c1NC(=O)COC(=O)c1ccc2c(c1)S(=O)(=O)c1ccccc1C2=O	-6	16	-0.7	-6	2	-5	10	0	6
52	CCOC(=O)c1ccc(NC(=O)Cn2cccc2)cc1	-9	-1	0.2	-7	0	-19	-3	1	15
53	COc1ccc(-c2nc3ccccn3c2NCc2ccc3c(c2)OCO3)cc1	10	-11	3.5	6	-6	4	-35	8	3
54	O=C(OCCOc1ccc(Cl)cc1)c1cc(S(=O)(=O)N2CCCCC2)ccc1N1CCOCC1	24	2	4.1	-1	-1	0	-17	1	11
55	O=C(Oc1ccccc1Cl)C1CCN(C(=O)c2ccc(F)cc2)CC1	14	3	0.7	-5	-3	12	-2	3	-17
56	CN(C(=O)COC(=O)c1ccccc1Cc1ccccc1)c1c(N)n(Cc2ccccc2)c(=O)[nH]c1=O	2	8	-0.3	-11	1	15	-2	1	-7
57	COc1cccc(-n2nnnc2S(C)(=O)=O)c1	1	-2	0.6	20	-2	-2	0	0	16
58	COC1(OC)C=CC(=O)C=C1NC(=O)c1ccccc1OC(C)=O	11	16	0.1	-3	0	-10	4	2	-8
59	CN(C(=O)c1cccc(NC(=O)Cc2ccc(NC(=O)C3CCCN(C(=O)C4CCCCC4)C3)cc2)c1)C1CCCC1 (centres undefined)	12	2	0.5	-13	-2	-6	-8	-1	9

Arranged by count of non-hydrogen atoms (smallest number first): ten of the compounds above
#	smiles	M5 antag	M4 PAM	CHO-K1 Ca ag	CHRM4 antagonist	M5 ag	CHO-K1 Ca antag	M5 PAM	CHRM4 agonist	M1 PAM parental
44	C=CCN1CCc2nc(N)sc2CC1	5	-4	0.2	-1	0	1	-10	0	12
57	COc1cccc(-n2nnnc2S(C)(=O)=O)c1	1	-2	0.6	20	-2	-2	0	0	16
52	CCOC(=O)c1ccc(NC(=O)Cn2cccc2)cc1	-9	-1	0.2	-7	0	-19	-3	1	15
45	CCC(=O)Nc1ncc2c(n1)CC(c1ccco1)CC2=O (centres undefined)	-9	5	0.3	4	1	8	4	2	-5
58	COC1(OC)C=CC(=O)C=C1NC(=O)c1ccccc1OC(C)=O	11	16	0.1	-3	0	-10	4	2	-8
46	COc1ccc(COC(=O)c2cccc(S(=O)(=O)N3CCCC3)c2)cc1F	2	4	1.7	-4	-4	-2	-6	4	6
53	COc1ccc(-c2nc3ccccn3c2NCc2ccc3c(c2)OCO3)cc1	10	-11	3.5	6	-6	4	-35	8	3
41	Cc1ccc(S(=O)(=O)N2CCN(C(=O)COC(=O)C3(C)CC3(Cl)Cl)CC2)c(C)c1 (centres undefined)	3	14	1.1	-5	5	2	-3	5	2
51	CCc1cccc(C)c1NC(=O)COC(=O)c1ccc2c(c1)S(=O)(=O)c1ccccc1C2=O	-6	16	-0.7	-6	2	-5	10	0	6
54	O=C(OCCOc1ccc(Cl)cc1)c1cc(S(=O)(=O)N2CCCCC2)ccc1N1CCOCC1	24	2	4.1	-1	-1	0	-17	1	11
